# From PubChem BioAssay
# Rpn11 block: inhibitors of human proteasome Rpn11; O00487; actives 0.59% (n = 360,000); calls only at 20 µM; human 26S proteasome, Ub4-pepOG fluorescence polarization; 20S core pre-blocked with epoxomicin;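 active means inhibition at 20 µM, scaled to each plate's controls, above about 33%, limit read from the data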
# SUMO1 PPI mod: alters human SUMO1 binding to SIM partners. P63165. SUMO1 binding to a labelled peptide, TR-FRET, 1 h. inhibition, % at 20 µM. actives 0.33% (n = 360,000). AID 602429; in the data active means inhibition above about 37%
# Scp1 inh: blocks human Scp-1 phosphatase activity; AID 493091; inhibition, % at 20 µM; actives 0.88% (n = 340,000); Q9GZU7; Recombinant Scp1, phosphopeptide, malachite green phosphate absorbance;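 active means inhibition above about 50% at 20 µM, limit read from the data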;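 further: plate controls were DMSO wells with enzyme for no effect and wells lacking enzyme for full effect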
#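 Times: enzyme reaction 45 min at room temperature, colour 5 min, stabilisation 30 min. Material: SCP-1 catalytic fragment, aa 76-261. Medium: Acidic Tris acetate buffer with magnesium and detergent. Signal: colorimetric free-phosphate detection, absorbance 630 nm. Read-out basis: % inhibition of SCP-1 phosphate liberation. Reagent: Phosphorylated 17-residue peptide substrate.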
# CSN deneddyl inh: blocks human CSN-mediated cullin deneddylation. inhibition, % at 12.5 µM. actives 0.38% (n = 360,000). Purified CSN, SCF-Nedd8-OG deneddylation, fluorescence polarization;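 active means pattern-corrected inhibition above about 35%, with an unprinted fluorescence ratio check between 0.5 and 1.5, limit read from the data, passing the limit was not always enough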;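 further: 0% = enzyme with substrate and 100% = substrate without enzyme; some results filed as inactive read as strong as hits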
# Target sequence (Q92905 whole entry, looked up, one chain of several): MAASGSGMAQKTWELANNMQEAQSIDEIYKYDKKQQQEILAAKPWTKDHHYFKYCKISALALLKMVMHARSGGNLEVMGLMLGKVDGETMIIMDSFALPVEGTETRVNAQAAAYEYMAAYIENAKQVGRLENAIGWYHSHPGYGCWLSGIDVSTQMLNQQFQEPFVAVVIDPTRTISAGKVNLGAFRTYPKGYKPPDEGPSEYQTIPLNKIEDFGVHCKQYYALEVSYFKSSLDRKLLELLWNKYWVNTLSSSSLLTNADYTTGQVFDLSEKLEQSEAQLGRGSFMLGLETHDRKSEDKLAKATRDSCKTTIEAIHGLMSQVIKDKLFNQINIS
#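 Test system: purified human Csn5 enzyme expressed in HEK293T cells. Amount: 0.24 nM enzyme. Reagent: SCFSkp2-Nedd8OG substrate at 10 nM final. Schedule: 90 min incubation of compound, enzyme and substrate at room temperature. Detection: fluorescence polarization. Read-out: % inhibition of substrate cleavage by Csn5.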
# TbMetRS inhib: Trypanosoma brucei MetRS inhibition; purified T. brucei MetRS, ATP depletion, Kinase-Glo luminescence; inhibition, % at 11.9 µM; actives 0.4% (n = 360,000);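 active means inhibition above a per-plate cutoff of the control wells' mean inhibition plus 3 SD, cut at about 5.5% in these data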;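 further: 0% = DMSO wells median and 100% = median of wells with control inhibitor compound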
#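 Material: T. brucei methionyl-tRNA synthetase, purified; reagent: substrates ATP, L-methionine and bulk Escherichia coli tRNA; dosing: 11.9 µM single point; timing: 15 min plus 2 h at 25 °C; detection: luminescence of leftover ATP; evaluation: % inhibition; control set: DMSO-only wells as low control; replicates: singlicate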
# MsrA inhibitor: bovine MsrA inhibition; purified bovine MsrA, absorbance read-out; inhibition, % at 15.5 µM; actives 0.75% (n = 360,000); AID 651718; in the data active means inhibition above about 4.5%;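 further: 0% = vehicle wells with enzyme and 100% = reference inhibitor wells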
# DNMT1 block: DNMT1 (human) enzyme inhibition; P26358; DNMT1 molecular beacon, Hinp1I cleavage, fluorescence; inhibition (reported as % activation of signal), % at 10 µM; actives 0.83% (n = 360,000); in the data active means inhibition above about 50%
# NadD block: NadD (S. aureus) enzyme inhibition; purified NadD enzyme, colorimetric absorbance read-out; actives 0.78% (n = 360,000); AID 602399; inhibition, % at 20 µM; in the data active means inhibition above about 26%; further: some compounds past the cut are filed as inactive
# LMPTP inh: LMPTP (human) inhibition. recombinant LMPTP-A, OMFP fluorogenic substrate, fluorescence intensity. actives 0.22% (n = 360,000). AID 651560. inhibition, % at 20 µM;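 active means compounds that cut the enzyme signal by at least half of the control window in the single-dose screen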;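 further: plate controls were DMSO wells with enzyme plus substrate for no effect and substrate without enzyme for full effect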
# Target sequence (P24666 whole entry, looked up): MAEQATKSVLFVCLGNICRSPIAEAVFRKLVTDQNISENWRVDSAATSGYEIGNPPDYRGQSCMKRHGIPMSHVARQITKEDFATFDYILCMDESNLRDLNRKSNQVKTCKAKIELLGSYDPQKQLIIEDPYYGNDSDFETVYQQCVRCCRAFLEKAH
#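 test system = LMPTP-A | amount = 0.625 nM LMPTP-A final | reagent = fluorogenic phosphatase substrate OMFP at 400 µM final | incubation = 50 min at room temperature | benchmarks = no-enzyme low control, uninhibited high control | medium = Bis-Tris pH 6.0, DTT, detergent | signal = fluorescence intensity of OMFP turnover product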
# STEP inh: inhibitors of human striatal-enriched phosphatase STEP; P54829; recombinant STEP, OMFP fluorogenic substrate, fluorescence; inhibition, % at 20 µM; actives 0.25% (n = 360,000); AID 588621;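 active means inhibition at 20 µM, scaled per plate between control wells, above about 37%, limit read from the data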;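 further: 0% = DMSO with enzyme and substrate and 100% = substrate only without enzyme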
# Target sequence (P54829 whole entry, looked up): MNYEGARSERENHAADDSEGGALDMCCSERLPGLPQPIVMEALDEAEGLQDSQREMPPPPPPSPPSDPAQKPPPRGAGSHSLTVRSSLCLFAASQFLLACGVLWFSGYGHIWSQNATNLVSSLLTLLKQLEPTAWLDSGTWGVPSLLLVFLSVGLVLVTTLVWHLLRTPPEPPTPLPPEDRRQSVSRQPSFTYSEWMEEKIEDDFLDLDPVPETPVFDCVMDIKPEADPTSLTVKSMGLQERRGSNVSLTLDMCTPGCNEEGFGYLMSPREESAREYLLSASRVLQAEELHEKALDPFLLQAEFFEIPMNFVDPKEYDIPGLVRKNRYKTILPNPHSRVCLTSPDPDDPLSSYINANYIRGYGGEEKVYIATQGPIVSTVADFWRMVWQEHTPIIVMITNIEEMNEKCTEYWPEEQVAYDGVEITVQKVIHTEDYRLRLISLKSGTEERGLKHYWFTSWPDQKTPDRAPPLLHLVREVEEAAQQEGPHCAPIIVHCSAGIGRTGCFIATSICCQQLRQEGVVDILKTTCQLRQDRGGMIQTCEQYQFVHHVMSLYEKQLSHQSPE
#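 medium = Bis-Tris buffer pH 6.0, 2.5 mM DTT, 0.005% Tween 20 | test system = STEP (striatal-enriched tyrosine phosphatase) enzyme, cell-free | measure = normalized % inhibition | compound dosing = 20 µM, 1% DMSO | also added = 25 µM OMFP | schedule = reaction 20 min, ambient temperature | measured by = fluorescence read at 480 nm ex / 540 nm em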
# Starred values were filed as active, the others as inactive; i = inactive; · = no result given; + = active, no number.
SMILES	Rpn11 block	SUMO1 PPI mod	Scp1 inh	CSN deneddyl inh	TbMetRS inhib	MsrA inhibitor	DNMT1 block	NadD block	LMPTP inh	STEP inh
CCc1cc2c3c(c(=O)oc2cc1OCC(=O)OC)CCCC3	i	2	-9	-1	-1.3	1.9	-2	-3	2.2	3
CC1(C)CC(=O)C=C(NCc2cccc(C(F)(F)F)c2)C1	i	-2	-7	-3	0.6	-1.6	-1	-3	-2.4	-1
Cc1nnnn1CC(=O)Nc1cccc([N+](=O)[O-])c1	i	-12	-3	-4	0.0	0.4	0	-9	-1.4	8
Cc1onc(-c2c(Cl)cccc2Cl)c1C(=O)N1CCCCC1	i	-2	-3	6	-0.9	-1.0	-1	-3	-0.6	-1
Cc1ccc(OCCSc2nnc(-c3ccncc3)n2C)cc1	i	3	-5	5	-0.7	0.7	7	5	-0.1	2
O=C(O)c1ccc(NCc2cccnc2)c([N+](=O)[O-])c1	i	-24	-5	1	0.4	-1.1	1	6	0.1	1
CCOC(=O)Cc1csc(NC(=O)Cc2ccc(Br)cc2)n1	i	-2	54*	-4	0.6	-0.8	-2	-3	-0.4	-1
CC(=O)N1CCOCCOCCN(C(C)=O)CCOCCOCC1	i	6	-5	2	0.9	-1.0	2	-1	-1.2	0
Cn1c(=O)[nH]c(=O)c2cc(C(=O)c3cc(F)ccc3O)cnc21	+	-16	-12	5	0.0	1.8	-1	-4	-1.0	3
COc1cccc(Nc2nc3ccccc3n3nnnc23)c1	i	-4	3	4	0.4	8.8*	-9	-7	0.3	3
C/C(=N\Nc1cc(Cl)nc(C)n1)c1ccccc1	i	-6	0	1	-0.8	3.1	-4	-2	1.8	-1
CN1/C(=C/C(=O)COC(=O)CN2C(=O)C3CC=CCC3C2=O)C(C)(C)c2ccccc21 (centres undefined)	i	-5	-7	-3	-0.2	2.0	0	0	-0.1	-2
CC1=NN(c2ccc(C)cc2)C(=O)/C1=C\c1ccc(Br)s1	i	19	-7	-10	0.3	-0.4	-3	-5	-1.1	2
CCN1CCN(C(=O)CN(CC)S(=O)(=O)c2ccc3ccccc3c2)CC1	i	0	-2	5	-0.4	-0.4	2	0	-1.1	0
O=S(=O)(c1cccs1)N1CCN(CCOc2ccc(Cl)cc2)CC1	i	3	-8	-3	-0.2	-1.3	-4	-1	1.3	1
COC(=O)c1cn(C)c2ccc(S(=O)(=O)N3CCCC3)cc2c1=O	i	0	-11	0	-0.2	0.3	-2	-10	-1.8	-3
CCC(=O)Nc1c2c(nn1-c1ccc(OC)cc1)CSC2	i	-2	-9	0	-0.1	-0.7	1	2	0.1	1
Cc1cc(SCC(=O)NC2CCCC2)nc2ccccc12	i	-9	-1	0	0.1	0.9	0	3	-0.2	1
O=C(Nc1nnc(CSCc2ccc(F)cc2)s1)c1ccc([N+](=O)[O-])cc1	i	-3	-6	-7	0.4	1.1	-10	1	-0.7	-1
O=C(N/N=C/C1C(c2ccccc2)C1(Cl)Cl)c1cccc(Cl)c1 (centres undefined)	i	-2	-8	-4	-0.4	2.7	3	6	1.4	2

# (list continues)
SMILES	Rpn11 block	SUMO1 PPI mod	Scp1 inh	CSN deneddyl inh	TbMetRS inhib	MsrA inhibitor	DNMT1 block	NadD block	LMPTP inh	STEP inh
Cn1c(CC(=O)Nc2ccc(F)cc2)nnc1SCC(=O)Nc1nncs1	i	1	-9	0	0.1	0.0	4	-5	-1.1	-1
COc1ccc(OCCOc2ccc(S(=O)(=O)N3CCCC3)cc2C(N)=O)cc1	i	5	-6	1	0.1	0.1	1	-3	-0.2	-4
COc1ccc(S(=O)(=O)N2CCOC2CNC(=O)C(=O)NCc2cccnc2)cc1C (centres undefined)	i	-4	-7	-3	-0.8	0.1	-1	-2	1.1	0
COc1ccc(OC)c(C(=O)COC(=O)c2ccc([N+](=O)[O-])o2)c1	i	-35	-7	1	-0.2	0.6	-10	-3	0.0	0
Cc1cc(C)c(C)c(S(=O)(=O)NCC(=O)Nc2ccc(F)cc2)c1C	i	3	-10	-1	-0.1	-0.9	-2	-4	0.3	-2
COc1cc(CNCCCN2CCOCC2)c(Br)cc1OCC(=O)Nc1ccccc1C	i	3	-1	-5	-0.8	0.6	1	-10	-1.3	-3
O=C(Nc1cccnc1)c1cc(-c2ccc(Cl)cc2)on1	i	-1	-3	1	2.0	0.1	10	-1	-1.4	0
CC(C)COc1ccc(C(=O)OCC(=O)NCCC2=CCCCC2)cc1	i	6	-6	1	-0.6	-1.2	1	-1	-0.1	3
Cc1cc(=O)n2nc(N3CCCC(C(=O)N4CCN(C)CC4)C3)sc2n1 (centres undefined)	i	-1	-3	-1	-0.2	1.9	-2	-4	-2.0	0
CC(C)(C)S(=O)(=O)c1cnc2c(S(=O)(=O)c3ccccc3)cnn2c1N	i	0	-5	-4	-0.1	-0.9	42	-7	-1.4	-7
CCOc1c(Cl)cc(C(=O)Nc2cccc(C(=O)O)c2)cc1Cl	i	2	-11	5	-0.2	0.2	2	1	-0.5	0
N#CC(CC(=O)c1ccc(Cl)cc1)c1ccccc1 (centres undefined)	i	-1	-10	3	-0.6	0.6	2	-6	0.1	1
COc1ccc(C2CC(=O)C(C=NCCN3CCN(C(=S)Nc4ccccc4)CC3)=C(O)C2)cc1 (centres undefined)	i	4	-6	3	-1.2	2.2	2	0	-1.1	2
Cc1ccc(NC(=O)C2CCN(S(=O)(=O)c3ccc4c(c3)NC(=O)C(C)S4)CC2)cc1Cl (centres undefined)	+	2	-11	0	0.4	0.2	-13	20	3.4	-2
CCOCCc1c(O)nc(SC)[nH]c1=O	i	3	-4	2	-0.2	-0.7	0	-5	-0.4	-2
C#CCn1cc(/C=C2\NC(=O)NC2=O)c2ccccc21	i	10	1	0	-0.9	1.4	0	-7	7.8	4
COc1ccc(OCCNS(=O)(=O)c2cccc([N+](=O)[O-])c2)cc1	i	-25	-15	-7	0.3	0.8	1	-6	0.1	-2
COc1ccc(Cl)c(S(=O)(=O)N2CCCC2)c1	i	1	-4	-1	-1.3	-0.4	-2	0	-1.3	1
Cc1nn(-c2ccccc2)c2nc(N)c(C#N)c(-c3ccc(O)c(O)c3)c12	i	10	-11	4	-1.0	0.9	-6	0	4.6	1
CCN(CC)S(=O)(=O)c1ccc(-c2cn3ccccc3n2)cc1	i	0	·	-1	-0.2	0.9	-2	2	-1.7	0

# Record cards, from the list above. Order of values: Rpn11 block	SUMO1 PPI mod	Scp1 inh	CSN deneddyl inh	TbMetRS inhib	MsrA inhibitor	DNMT1 block	NadD block	LMPTP inh	STEP inh
# Results for Cc1cc(C)c(C)c(S(=O)(=O)NCC(=O)Nc2ccc(F)cc2)c1C → i	3	-10	-1	-0.1	-0.9	-2	-4	0.3	-2
# Results for Cc1ccc(NC(=O)C2CCN(S(=O)(=O)c3ccc4c(c3)NC(=O)C(C)S4)CC2)cc1Cl (centres undefined) → +	2	-11	0	0.4	0.2	-13	20	3.4	-2
# Results for Cn1c(CC(=O)Nc2ccc(F)cc2)nnc1SCC(=O)Nc1nncs1 → i	1	-9	0	0.1	0.0	4	-5	-1.1	-1

# Going on with the list.
SMILES	Rpn11 block	SUMO1 PPI mod	Scp1 inh	CSN deneddyl inh	TbMetRS inhib	MsrA inhibitor	DNMT1 block	NadD block	LMPTP inh	STEP inh
COc1ccc(C(=O)NC2CCCCCC2)cc1S(=O)(=O)Nc1ccc(Br)cc1	i	-1	-11	1	-1.6	0.4	-4	18	2.0	-3
COc1cccc(CN(Cc2cccnc2)S(=O)(=O)c2ccc(-n3cnnn3)c(C)c2)c1OC	i	-1	-10	0	0.3	0.0	4	6	-1.4	-2
COC(=O)c1ccccc1NC(=O)c1ccc(COc2ccc(C)c(C)c2)o1	i	-6	-14	-1	0.1	1.0	-5	5	1.9	4
COc1ccc(C(=O)Nc2cc3c(cc2C#N)OCO3)cc1S(=O)(=O)N1CCN(C)CC1	i	12	0	2	-1.0	-0.5	6	1	-0.6	1
Cc1ccc(Cc2c(-c3ccc(Cl)cc3)nc3c(C)cc(Br)cn23)cc1	i	4	·	8	-0.5	-0.4	11	7	0.5	-4
CC1=CC(C)(C)C(C(=O)O)C(C(=O)O)C1 (centres undefined)	i	-1	0	3	0.1	1.2	3	-5	-1.7	-1
CCCCCn1c(=O)[nH]c2cc(C(=O)NCCCN3CCCCC3CC)ccc2c1=O (centres undefined)	i	2	-6	1	-0.7	-0.6	-1	-5	-2.2	-2
COc1ccc(OC)c(NC(=O)c2ccccc2SC)c1	i	3	-4	-1	-1.6	0.3	5	-7	-0.4	-4
CCOc1cccc(CN2CCN(Cc3ccc(C)o3)C(CCO)C2)c1O (centres undefined)	i	4	-10	-10	0.0	1.6	1	-6	0.8	0
Cc1c([N+](=O)[O-])c([N+](=O)[O-])nn1CC(=O)N1CCCCC1	i	-20	3	-14	-0.9	0.7	0	-2	-0.7	0
CC(C)[C@H](NC(=O)c1ccccc1F)C(=O)OCC(=O)NC(=O)NC1CCCCC1	i	1	-3	5	-0.1	-0.1	-1	-1	0.0	-2
CC(=O)NCCc1ccc(S(=O)(=O)Nc2ccc(NC(=O)c3ccc(F)cc3)cc2)cc1	i	5	-10	0	0.0	0.6	-1	-4	3.9	0
Cc1cc(C(=O)NCCCn2ccnc2)sc1-c1ccccc1	i	-5	2	0	-1.9	-0.1	-10	10	-2.4	0
CC(C)[C@H](NC(=O)c1ccccc1)C(=O)OCC(=O)N1CCCc2ccccc21	i	-10	-2	-7	-1.3	0.4	0	-9	-1.3	1
Cc1ccc(C(=O)NNC(=O)c2ccc3ccccc3c2O)cc1	i	2	75*	1	-0.2	1.1	-1	-6	1.1	11
Cc1ccc(C(C)C)c(OCC(=O)N2CCOCC2)c1	i	0	-5	17	-1.1	-1.1	-1	3	-0.9	-1
CS(=O)(=O)NCCNc1ccc(C(F)(F)F)cc1[N+](=O)[O-]	i	-26	-3	15	0.4	0.6	1	-8	0.3	2
O=C(NCCc1ccccc1F)/C(=C/c1cccnc1)NC(=O)c1ccccc1	i	-4	6	1	-1.1	0.7	3	4	-1.8	-3
Cc1cnc(C(=O)OCC(=O)c2cccc3ccccc23)cn1	i	-29	5	1	-0.5	-0.5	-10	-2	-0.6	-2
COc1ccc(C(O)c2ncc(-c3ccccc3)[nH]2)c(OC)c1 (centres undefined)	i	-1	·	-2	-0.3	-1.3	0	-5	0.8	-1
